Polio RdRp inh: poliovirus RdRp elongation inhibitors, primary screen, biochemical, fluorescence polarization, total intensity; Genome polyprotein (Poliovirus type 1 (strain Mahoney)), P03300; poliovirus polymerase elongation; stronger effect = lower value; % elongation, % (compound at 16.7 µg/mL); 150,000 compounds, 0.66% hits; AID 588519, 2011; in the data active = % elongation below about 90%; note: some results filed as inactive read as strong as hits
Polio RdRp inh FP z-score: second read-out of Polio RdRp inh, no call of its own (marks repeat the call); z-score; measured here: FP z-score; hits read low
Active calls of the source: *; & = joins results of further samples. Some of the compounds tested; rates above refer to the full screens.

O=C(O)COC(=O)Cc1ccccc1Nc1c(Cl)cccc1Cl
  Polio RdRp inh: 98	Polio RdRp inh FP z-score: -0.5
CNC(=O)c1ccc(CSc2nc3ccncc3n2Cc2ccc(C)cc2)cc1
  Polio RdRp inh: 108	Polio RdRp inh FP z-score: 0
Nc1nccs1
  Polio RdRp inh: 100	Polio RdRp inh FP z-score: 0.1
CCC[C@H](N[C@@H](C)C(=O)N1[C@H](C(=O)O)C[C@@H]2CCCC[C@@H]21)C(=O)OCC
  Polio RdRp inh: 104	Polio RdRp inh FP z-score: 0.6
COc1cc2nc(N3CCN(C(=O)C4COc5ccccc5O4)CC3)nc(N)c2cc1OC (stereo unspecified)
  Polio RdRp inh: 100	Polio RdRp inh FP z-score: 0
COc1nc(C)nc(Cl)c1NC1=NCCN1
  Polio RdRp inh: 101	Polio RdRp inh FP z-score: 1.1
C1=NC(Cc2cccc3ccccc23)NC1 (stereo unspecified)
  Polio RdRp inh: 103	Polio RdRp inh FP z-score: 0
NS(=O)(=O)c1cc2c(cc1C(F)(F)F)NC(Cc1ccccc1)NS2(=O)=O (stereo unspecified)
  Polio RdRp inh: 100&100	Polio RdRp inh FP z-score: 0&0.1
C[C@H](CCC(=O)O)[C@H]1CC[C@H]2[C@@H]3[C@@H](O)C[C@@H]4C[C@H](O)CC[C@]4(C)[C@H]3CC[C@]12C
  Polio RdRp inh: 104	Polio RdRp inh FP z-score: 0.5
O=C(O)CCC/C=C\C[C@H]1C(=O)C[C@@H](O)[C@@H]1/C=C/[C@@H](O)CCc1ccccc1
  Polio RdRp inh: 102&100	Polio RdRp inh FP z-score: 0.2&-0.1
Nc1cc(-c2ccncc2)c[nH]c1=O
  Polio RdRp inh: 100	Polio RdRp inh FP z-score: 0.1
O=C(O)[C@@H]1[C@H]2C[C@H]3c4[nH]c5ccccc5c4CCN3C[C@@H]2CC[C@@H]1O
  Polio RdRp inh: 98	Polio RdRp inh FP z-score: -0.1
COc1cc(N)c(Cl)cc1C(=O)NC1CCN(CCCOc2ccc(F)cc2)CC1OC (stereo unspecified)
  Polio RdRp inh: 101	Polio RdRp inh FP z-score: 0.2
c1ccc2c(CC3=NCCN3)cccc2c1
  Polio RdRp inh: 105&101&103	Polio RdRp inh FP z-score: 0.5&0.2&1.1
C[C@H]1COc2c(N3CCN(C)CC3)c(F)cc3c(=O)c(C(=O)O)cn1c23
  Polio RdRp inh: 102	Polio RdRp inh FP z-score: 0.4
Cc1nn(CC(=O)NCCc2ccccc2)c(=O)c2c1sc1ccccc12
  Polio RdRp inh: 102	Polio RdRp inh FP z-score: -1.1
c1ccc(Cc2nc(-c3ccncc3)n[nH]2)cc1
  Polio RdRp inh: 99	Polio RdRp inh FP z-score: -1.4
COC(=O)c1cccnc1
  Polio RdRp inh: 101	Polio RdRp inh FP z-score: -0.2
COc1ccc(CN(CCN(C)C)c2ccccn2)cc1
  Polio RdRp inh: 99&102	Polio RdRp inh FP z-score: -0.2&0.6
O=C(Cn1ccnc1[N+](=O)[O-])NCCO
  Polio RdRp inh: 102	Polio RdRp inh FP z-score: 0.3
COc1ccc(NC(=O)Cn2ccn(-c3ccc(C)c(C)c3)c(=O)c2=O)cc1Cl
  Polio RdRp inh: 108	Polio RdRp inh FP z-score: 0.3
C/C=C\C1=C(C(=O)O)N2C(=O)C(NC(=O)C(N)c3ccc(O)cc3)C2SC1 (stereo unspecified)
  Polio RdRp inh: 99	Polio RdRp inh FP z-score: 0
CC(C)Cc1ccc(C(C)C(=O)O)cc1 (stereo unspecified)
  Polio RdRp inh: 100	Polio RdRp inh FP z-score: 0
CC1=NN(c2ccccc2)C(=O)C1
  Polio RdRp inh: 102&99	Polio RdRp inh FP z-score: 0.3&0.1
CN(C)C/C=C(/c1ccc(Br)cc1)c1cccnc1
  Polio RdRp inh: 98	Polio RdRp inh FP z-score: -0.5

CN1CCC(=C2c3ccccc3CCc3sccc32)CC1
  Polio RdRp inh: 100	Polio RdRp inh FP z-score: -0.1
N=C(N=C(N)N)N1CCOCC1
  Polio RdRp inh: 100	Polio RdRp inh FP z-score: -0.1
Cc1coc2c1C(=O)C(=O)c1c-2ccc2c1CCCC2(C)C
  Polio RdRp inh: 103&103	Polio RdRp inh FP z-score: 0.8&0.7
COc1ccccc1OCC(O)COC(N)=O (stereo unspecified)
  Polio RdRp inh: 101&101	Polio RdRp inh FP z-score: 0.4&0.3

Source: PubChem BioAssay
